CASP6 VEID inh: human caspase-6 inhibitors, primary screen, biochemical, VEID-R110 fluorescence, single point, set 2; inhibition, % at 12.5 µM; purified caspase-6, Z-VEID-R110 cleavage fluorescence; P55212; 350,000 tested, 0.53% active; AID 686996, 2013;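 active = mean inhibition across replicates at least about 35%, with every replicate also reaching that limit, limit read from the data; inconclusive = only one of the two criteria met; inactive = neither criterion met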;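 also: 0% = median of neutral control wells and 100% = no fluorescence left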
Target sequence (P55212 24-179 limits assumed): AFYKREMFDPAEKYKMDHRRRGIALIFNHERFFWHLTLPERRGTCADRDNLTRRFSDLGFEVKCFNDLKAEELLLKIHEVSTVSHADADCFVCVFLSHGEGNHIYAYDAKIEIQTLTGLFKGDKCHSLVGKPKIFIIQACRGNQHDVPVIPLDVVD
Target sequence (P55212 194-293 limits assumed): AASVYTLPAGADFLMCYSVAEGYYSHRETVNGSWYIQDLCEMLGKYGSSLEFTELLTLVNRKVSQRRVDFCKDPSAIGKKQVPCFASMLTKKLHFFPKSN
SIRT5 inh: SIRT5 desuccinylase inhibitors, primary screen, biochemical, fluorescence imaging, single point, set 5; NAD-dependent protein deacylase sirtuin-5, mitochondrial (Homo sapiens), Q9NXA8; Purified SirT5, succinyl-peptide AMC, trypsin-coupled fluorescence; inhibition, % at 15 µM; 330,000 tested, 1.1% active; in the data active = inhibition above about 15%; inconclusive = no clear call, values can overlap the other calls
Target sequence (Q9NXA8 whole entry, looked up): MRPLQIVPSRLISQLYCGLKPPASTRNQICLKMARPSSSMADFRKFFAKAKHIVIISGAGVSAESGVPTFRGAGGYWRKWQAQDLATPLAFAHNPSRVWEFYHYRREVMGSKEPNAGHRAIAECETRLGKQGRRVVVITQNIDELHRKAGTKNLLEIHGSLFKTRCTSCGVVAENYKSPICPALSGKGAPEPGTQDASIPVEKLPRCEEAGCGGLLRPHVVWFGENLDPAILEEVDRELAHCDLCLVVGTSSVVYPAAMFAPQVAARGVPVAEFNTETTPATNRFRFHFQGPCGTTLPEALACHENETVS
ERp5 inh: inhibitors of ERp5-driven insulin aggregation, primary screen, biochemical, turbidity, absorbance 650 nm, single point; Protein disulfide-isomerase A6 (Homo sapiens), Q15084; 90 min; inhibition, % at 9.99 µM; 350,000 tested, 0.05% active;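 active = mean replicate inhibition above about 25%, with every replicate also reaching it, limit read from the data, passing the limit was not always enough; inconclusive = only one of those two criteria met; inactive = neither criterion met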
Target sequence (Q15084 whole entry, looked up): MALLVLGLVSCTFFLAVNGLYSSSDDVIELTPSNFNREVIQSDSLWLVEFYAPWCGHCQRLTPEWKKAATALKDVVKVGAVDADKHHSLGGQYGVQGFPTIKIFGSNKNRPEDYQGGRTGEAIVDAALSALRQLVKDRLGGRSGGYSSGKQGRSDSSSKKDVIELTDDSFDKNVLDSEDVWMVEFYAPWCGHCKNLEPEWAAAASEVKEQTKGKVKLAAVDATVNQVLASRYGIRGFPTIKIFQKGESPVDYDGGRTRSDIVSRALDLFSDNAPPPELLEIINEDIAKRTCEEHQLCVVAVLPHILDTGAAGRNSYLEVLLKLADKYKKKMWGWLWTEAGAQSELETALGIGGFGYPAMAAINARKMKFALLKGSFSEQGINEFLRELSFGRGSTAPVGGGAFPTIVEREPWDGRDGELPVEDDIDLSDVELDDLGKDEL
ERAP1 HTS inh: human ERAP1 aminopeptidase inhibitors, primary screen, biochemical, single point, plate reader; recombinant ERAP1, Leu-AMC fluorescence, 60 min; inhibition, % at 10.7 µM; 340,000 tested, 0.15% active;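 active = mean replicate inhibition of at least 30%, or all replicates individually reaching that 30% level; inactive = mean below 30% and not every replicate reaching it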;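 also: 0% = neutral control wells and 100% = L-leucinethiol positive control wells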
miR-122 sensor: miR-122 Renilla sensor signal increase in Huh7, primary screen, miR-122 inhibitor project, cell-based, single point, plate reader | Huh7 miR-122 Renilla luciferase sensor, 48 h; neutral wells = 0, positive control = 100 | activation (reporter increase), % at 12.5 µM | 340,000 tested, 0.3% active | AID 602342, 2012;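 active = mean replicate activation score at least 90 and every replicate individually at or above 90; inconclusive = only one of the two criteria met; inactive = neither criterion met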;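 also: higher luciferase means less miR-122 activity so hits act as miR-122 inhibitors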
F508del corr: F508del CFTR correction, initial screen, CFBE line, single point | CFBE cells, YFP halide quenching; stimulated with forskolin plus potentiator P3; % fluorescence drop versus neutral controls | 350,000 tested, 0.36% active | activity (quench increase), % at 7.58 µM | AID 720511, 2013;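 active = mean added fluorescence quench of at least 8% versus neutral control, with both replicates also reaching 8%; inconclusive = only one of the mean or replicate conditions met; inactive = mean below 8% and not both replicates reaching 8%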;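 also: cells transiently co-express mutant CFTR-F508del with the halide-sensitive YFP; corrector assay measuring rescue of mutant channel to the surface after 24 h compound exposure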
DENV2 CPE rescue: inhibitors of DENV2 cytopathic effect, primary screen, cell-based, plate reader, single concentration; 350,000 tested, 1.7% active; DENV2-infected cells, cytopathic effect rescue; AID 651640, 2012; CPE inhibition, % at 9.99 µM; in the data active = CPE inhibition above about 20%, passing the limit was not always enough; inconclusive = no clear call, values can overlap the other calls; tested in BHK-21 cells;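 also: 0% = median of neutral control wells and 100% = median of positive control wells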
The depositor's hits bear a star; ? = inconclusive; · = not tested or not shown; [ ] = remark or other dose.

entry	CASP6 VEID inh	SIRT5 inh	ERp5 inh	ERAP1 HTS inh	miR-122 sensor	SMILES	F508del corr	DENV2 CPE rescue
1	-7	-5	1	1	5	COc1ccccc1-c1oc2ccccc2c1C#CCO	0.2	5
2	-3	31*	8	0	·	COc1ccc(NC(=O)N[C@@H]2CC[C@H](CCn3cc(-c4ccc(OC)cc4)nn3)O[C@@H]2CO)cc1	0.3	3
3	-1	-2	-4	0	4[16.7 µM]	COC(=O)C[C@@H]1C[C@H]2c3cc(N)ccc3O[C@H]2[C@@H](CO)O1	-2.3	8
4	0	·	2	0	3	CCn1cc(/C=C(\NC(=O)c2ccc(OC)c(OC)c2)C(=O)NCCCO)c2ccccc21	-1.3	-6
5	2	9	-2	1	7[16.7 µM]	Cc1ccc(S(=O)(=O)Nc2ccc3c(c2)C(=O)N([C@H](C)CO)C[C@@H](C)[C@H](CN(C)C(=O)Nc2ccc(C(F)(F)F)cc2)O3)cc1	-3.7	2
6	0	-3	3	2	1	C/C=C/c1cc(CN2CCN(c3ccccc3)CC2)c(O)c(OC)c1	0.1	5
7	-1	·	-1	2	·	CCOC(=O)[C@]12CCCC=C1N(Cc1ccc3c(c1)OCO3)C(=O)[C@H](CC(=O)NCc1cccs1)C2	-1.6	67*
8	-2	-1	3	-1	4[16.7 µM]	C[C@H](O)C#Cc1ccc2c(c1)O[C@@H](CN(C)Cc1cncnc1)[C@H](C)CN([C@H](C)CO)S2(=O)=O	-0.6	3
9	3	-3	-1	·	·	COc1cccc(N2CC(=O)N(NC(=O)c3sc4nc(C)cc(C)c4c3N)CC2=O)c1	-2.7	-2
10	·	11	1	0	35[16.7 µM]	CO[C@@H]1CN(C)C(=O)c2ccc(NC(C)=O)cc2OC[C@H](C)N(CCc2ccccc2)C[C@H]1C	-0.5	?
11	3	·	-6	1	-8	CC(C)(C)c1ccc(S(=O)(=O)NC(=O)C2(C)CCN2C(=O)Cc2cccs2)cc1 (configuration not stated)	-1.2	1
12	-3	0	2	-1	4[16.7 µM]	CCNC(=O)C[C@H]1CC[C@H]2[C@@H](COc3ccc(NC(=O)Nc4ccc(C#N)cc4)cc3C(=O)N2C)O1	2.4	-3

(continued)
entry	CASP6 VEID inh	SIRT5 inh	ERp5 inh	ERAP1 HTS inh	miR-122 sensor	SMILES	F508del corr	DENV2 CPE rescue
13	5	-4	3	9	·	O=C(CC1CCCCC1)Nc1nc2ccccc2s1	·	6
14	0	-4	-1	-1	-9[16.7 µM]	CC(C)NC(=O)Nc1ccc2c(c1)CC(=O)N([C@@H](C)CO)C[C@@H](C)[C@@H](CN(C)Cc1ccc(C(F)(F)F)cc1)O2	-0.8	1
15	-6	3	3	0	42	Cc1nn(C)c(C)c1S(=O)(=O)NCCc1ccc(Cl)cc1	2.3	1
16	3	-7	-1	2	3	Cc1cc(C)nc(SCc2cn3c(C)cccc3n2)n1	3.1	-1
17	0	-2	2	-3	·	COc1cc(COCC(O)CN2CCN(Cc3ccc4c(c3)OCO4)CC2)cc(OC)c1OC (configuration not stated)	0.6	3
18	60*	6	8	6	-5	CCCCC(NC(=O)Cc1c(C)c2cc3c(-c4ccccc4)coc3c(C)c2oc1=O)C(=O)O (configuration not stated)	0.9	3
19	-2	-2	-4	-2	·	CC1(C)CCCC2=C1CC1C(=O)N(N)C(=O)C1C2 (configuration not stated)	·	-3
20	·	-9	1	2	1	COc1cc(CNCCO)cc(Cl)c1OCc1ccc(Cl)cc1Cl	-2.4	2
21	1	-4	-1	-1	-9	CC1SC(=Nc2ccccc2)N(S(=O)(=O)c2ccccc2)C1=O (configuration not stated)	1.9	·
22	3	15*	2	7	6	Cc1noc(NS(=O)(=O)c2ccc(NC(=O)c3cnc4scc(C)n4c3=O)cc2)c1C	0.4	-2
23	-138	-4	0	-2	-2	COc1ccc(CCN2CC(C(=O)Nc3ccccc3F)CC2=O)cc1OC (configuration not stated)	1.0	-2
24	-1	-2	14	·	5	CNC(=S)NNC(=O)Cc1ccc(OC)cc1	-0.9	15

Further results.
entry	CASP6 VEID inh	SIRT5 inh	ERp5 inh	ERAP1 HTS inh	miR-122 sensor	SMILES	F508del corr	DENV2 CPE rescue
25	1	-8	-1	2	24[16.7 µM]	C[C@H](CO)N1C[C@H](C)[C@@H](CN(C)C(=O)c2cccnc2)Oc2ncc(C3=CCCC3)cc2C1=O	-2.2	10
26	2	·	-4	5	2	COC(=O)c1c(C(=O)OC)c(-c2ccc(C(C)(C)C)cc2)n2c1CS(=O)C2 (configuration not stated)	3.8	4
27	1	-4	-4	-6	-5	COc1cccc2cc(-c3nnc(SCC(=O)NCc4ccccc4)n3C)oc12	·	·
28	-2	-1	·	0	·	CCOc1ccc(NC(=O)CN(C)C(=O)C2CC(=O)N(c3cccc(SC)c3)C2)cc1OCC (configuration not stated)	-0.5	2
29	1	1	-2	4	3	CCCCOCCCNC(=O)c1ccccc1OCC	-0.2	12
30	3	1	3	·	-3	O=C(c1ccccc1)N1CCN(CC(O)COc2ccc(Br)cc2)CC1 (configuration not stated)	-0.5	0
31	-1	·	5	1	-2	CCOC(=O)C1(C)CCCCCN1C(=O)c1ccc(N(C)C)cc1 (configuration not stated)	-1.2	-7
32	-7	-3	0	0	4	CN1CCN(C(=O)C2CCCN(S(=O)(=O)c3ccc(Cl)cc3)C2)CC1 (configuration not stated)	0.5	·
33	-4	-2	5	8	-9	CC(NC(=O)CCN1C(=O)c2ccccc2C1=O)c1ccccc1 (configuration not stated)	-0.2	-8
34	0	0	0	-1	·	COc1cc(NC(=S)NCCCO)c(OC)cc1Cl	0.0	-7
35	-1	-1	3	-1	1	CCCCCC(=O)N1C[C@@H](n2cc(-c3ccc(F)cc3)nn2)[C@H](O)C[C@@H]1c1ccc(Cl)cc1	3.3	16
36	-8	0	-6	29	·	CCN(CC)CCSc1nc2ccccc2c(=S)n1-c1ccccc1	-1.2	-5

Next part
entry	CASP6 VEID inh	SIRT5 inh	ERp5 inh	ERAP1 HTS inh	miR-122 sensor	SMILES	F508del corr	DENV2 CPE rescue
37	-2	-2	-5	9	27[16.7 µM]	COc1cccc(CN2CCCCN3[C@@H](CO)[C@H](c4ccc(C#Cc5cccnc5)cc4)[C@@H]3C2)c1	3.4	?
38	-1	·	2	3	-2	COc1cccc(N2CCN(CC(=O)Nc3nc(C)c(C(=O)N(C)C)s3)CC2)c1	1.3	-6
39	-14	0	1	-1	·	O=C(NCCCN1CCOCC1)C(=O)c1c[nH]c2ccccc12	0.3	5
40	2	·	1	-3	·	CC1OC(C(C)(C)C)CC2=C1C(=O)OC(C)(C)O2 (configuration not stated)	-5.7	-15
41	-3	-2	-9	0	·	CCN(C)C1CN(Cc2cn(Cc3ccc(Cl)cc3)nn2)S(=O)(=O)C1 (configuration not stated)	0.7	-5
42	1	15	2	-2	·	C/C=C/c1ccc([C@H]2[C@@H](CO)N3C(=O)CN(Cc4ccc(C)cc4)C[C@@H]23)cc1	-0.1	7
43	-1	-7	-10	0	-2[16.7 µM]	CC(C)NC(=O)N(C)C[C@H]1Oc2ccc(NS(=O)(=O)c3ccc(Cl)cc3)cc2C(=O)N([C@H](C)CO)C[C@@H]1C	-3.1	-5
44	-1	-24	-5	-5	-3[16.7 µM]	C[C@H]1CN([C@@H](C)CO)C(=O)c2cc(/C=C/c3ccccc3)cnc2O[C@@H]1CN(C)C(=O)CN1CCOCC1	3.2	-1
45	3	1	7	-3	7	O=C(NNS(=O)(=O)c1ccc(Br)cc1)c1ccccc1-n1cccc1	-1.5	?
46	·	-1	-1	·	2[16.7 µM]	O=C(C[C@H]1CC[C@@H]2[C@H](COC[C@@H](O)CN2CCc2ccccc2)O1)NCc1ccccc1	1.9	-1
47	0	0	3	3	·	Cc1ccc(S(=O)(=O)CC(=O)c2ccc3c(c2)OCCO3)cc1	2.2	-2
48	2	0	-3	0	15	O=C(c1cc2ccccc2oc1=O)N(Cc1cccs1)CC1CCCO1 (configuration not stated)	-0.7	0

Other structures
entry	CASP6 VEID inh	SIRT5 inh	ERp5 inh	ERAP1 HTS inh	miR-122 sensor	SMILES	F508del corr	DENV2 CPE rescue
49	-3	-4	3	1	-2	CCOC(=O)C1=CC[C@H]2c3c(c4ccccc4n3C)C[C@H]1N2C	-1.6	0
50	2	-2	-4	-1	-5	CC(C)Oc1ccc2ccccc2c1CNC[C@H]1O[C@@H](n2ccc(=O)[nH]c2=O)[C@H](O)[C@@H]1O	-1.7	-5
51	4	3	4	-1	-6[16.7 µM]	C[C@@H]1CN([C@H](C)CO)C(=O)c2cccc(NC(=O)NC3CCCCC3)c2O[C@@H]1CN(C)C(=O)Nc1cccc2ccccc12	4.2	1
52	2	-1	-3	1	-5	O=C(COC(=O)/C=C/c1cccc(F)c1)Nc1ccc2[nH]c(=O)[nH]c2c1	-2.0	5
53	-1	0	-1	4	·	CCN(CC)C(=O)CSc1nc(OC)cc(=O)[nH]1	·	1
54	-6	4	4	-1	-5	O=C(CN1CCN(CC(=O)Nc2cccc(F)c2)CC1)NCC1(N2CCOCC2)CCCCC1	1.8	6
55	-3	·	6	-1	·	COc1ccc(CCC(=O)O)c(C(CC(=O)O)C(=O)O)c1OS(=O)(=O)c1ccc(C)cc1 (configuration not stated)	-0.5	-5
56	1	-4	0	-2	-1[16.7 µM]	CC(C)CC#Cc1cnc2c(c1)C(=O)N([C@H](C)CO)C[C@@H](C)[C@@H](CN(C)Cc1ccccn1)O2	-1.7	-9
57	3	-8	2	0	·	CCN(CC(=O)Nc1c(F)cccc1F)C(=O)c1ccc2ccccc2n1	-2.4	6
58	-5	-1	1	2	0	NS(=O)(=O)c1cc([N+](=O)[O-])ccc1NCc1cccnc1	0.6	-3
59	-1	-4	-4	1	2[16.7 µM]	C[C@H]1CN([C@@H](C)CO)C(=O)Cc2cc(NS(=O)(=O)c3ccc(F)cc3)ccc2O[C@@H]1CN(C)Cc1ccncc1	5.2	-4
60	0	-4	2	·	-4	COc1ccc2c(C)cc3n[nH]c(=S)n3c2c1	-3.7	1
61	-1	0	-3	-1	8	O=C1c2ccccc2C(=O)C1(CO)c1ccc(OC(F)F)cc1	0.9	2
62	0	-1	3	1	3	CCN1C(=O)N[C@H](c2ccc(Br)cc2)C(C(C)=O)=C1C	0.6	·
63	19	3	3	-2	-3	CC(=O)Oc1ccc(CC(C(=O)O)N2C(=O)c3ccccc3C2=O)cc1 (configuration not stated)	1.9	1

Part of the list above, with each value named:
(55) COc1ccc(CCC(=O)O)c(C(CC(=O)O)C(=O)O)c1OS(=O)(=O)c1ccc(C)cc1 (configuration not stated)
  CASP6 VEID inh: -3
  SIRT5 inh: ·
  ERp5 inh: 6
  ERAP1 HTS inh: -1
  miR-122 sensor: ·
  F508del corr: -0.5
  DENV2 CPE rescue: -5
(56) CC(C)CC#Cc1cnc2c(c1)C(=O)N([C@H](C)CO)C[C@@H](C)[C@@H](CN(C)Cc1ccccn1)O2
  CASP6 VEID inh: 1
  SIRT5 inh: -4
  ERp5 inh: 0
  ERAP1 HTS inh: -2
  miR-122 sensor: -1[16.7 µM]
  F508del corr: -1.7
  DENV2 CPE rescue: -9
(57) CCN(CC(=O)Nc1c(F)cccc1F)C(=O)c1ccc2ccccc2n1
  CASP6 VEID inh: 3
  SIRT5 inh: -8
  ERp5 inh: 2
  ERAP1 HTS inh: 0
  miR-122 sensor: ·
  F508del corr: -2.4
  DENV2 CPE rescue: 6
(58) NS(=O)(=O)c1cc([N+](=O)[O-])ccc1NCc1cccnc1
  CASP6 VEID inh: -5
  SIRT5 inh: -1
  ERp5 inh: 1
  ERAP1 HTS inh: 2
  miR-122 sensor: 0
  F508del corr: 0.6
  DENV2 CPE rescue: -3

Screening data as filed in PubChem BioAssay.
